Source: PubChem
FXN GAA850 act: increases GAA850 frataxin promoter reporter activity; HEK293 lucGAA850 FXN promoter luciferase reporter, 24 h; percent of 10 µM SAHA response; activation, % at 6 µM; 0.56% of 360,000 active;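 active = activation above the average of all compounds screened plus 3 SD, cutoff fixed separately per campaign, cut at about 7.5% in these data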;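 also: 0% = DMSO wells and 100% = 10 µM SAHA wells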
GC-A act: GC-A (human) enzyme activation; HEK293 GC-A cells, cGMP TR-FRET, EC30 ANP; 0% at EC30 ANP, 100% saturating ANP; activation, % at 10 µM; 0.14% of 370,000 active; AID 1671463; in the data active = activation above about 40%
Target sequence (P16066 whole entry, looked up): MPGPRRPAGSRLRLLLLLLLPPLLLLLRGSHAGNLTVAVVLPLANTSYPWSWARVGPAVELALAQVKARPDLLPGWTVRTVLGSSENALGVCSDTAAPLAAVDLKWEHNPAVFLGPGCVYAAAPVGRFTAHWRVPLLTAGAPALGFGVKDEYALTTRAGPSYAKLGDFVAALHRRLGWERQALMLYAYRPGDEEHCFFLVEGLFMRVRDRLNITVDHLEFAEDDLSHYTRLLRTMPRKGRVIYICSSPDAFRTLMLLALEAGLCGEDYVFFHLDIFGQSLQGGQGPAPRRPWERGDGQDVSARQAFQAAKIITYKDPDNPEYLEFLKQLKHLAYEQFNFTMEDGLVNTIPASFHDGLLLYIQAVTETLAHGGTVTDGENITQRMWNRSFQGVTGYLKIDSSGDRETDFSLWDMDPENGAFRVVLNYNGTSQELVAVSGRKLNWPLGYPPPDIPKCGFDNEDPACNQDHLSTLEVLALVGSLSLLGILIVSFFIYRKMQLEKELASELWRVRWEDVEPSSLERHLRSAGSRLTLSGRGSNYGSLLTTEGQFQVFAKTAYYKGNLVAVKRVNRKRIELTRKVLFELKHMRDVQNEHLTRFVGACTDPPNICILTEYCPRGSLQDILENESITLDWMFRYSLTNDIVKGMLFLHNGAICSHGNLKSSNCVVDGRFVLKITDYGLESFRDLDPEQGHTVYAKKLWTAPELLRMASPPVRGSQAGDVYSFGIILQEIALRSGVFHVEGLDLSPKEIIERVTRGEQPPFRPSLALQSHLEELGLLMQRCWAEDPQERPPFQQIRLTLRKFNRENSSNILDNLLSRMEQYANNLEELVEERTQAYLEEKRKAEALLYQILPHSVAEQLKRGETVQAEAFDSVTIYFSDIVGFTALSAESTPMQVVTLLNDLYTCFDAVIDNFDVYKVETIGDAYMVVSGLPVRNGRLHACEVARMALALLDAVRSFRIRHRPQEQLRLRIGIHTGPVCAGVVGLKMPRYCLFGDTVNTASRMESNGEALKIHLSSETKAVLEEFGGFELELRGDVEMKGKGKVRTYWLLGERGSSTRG
NPR2 activator: GC-B (human) receptor activation; 0.11% of 370,000 active; P20594; activation, % at 10 µM; HEK293-GC-B cells, CNP EC30, cGMP TR-FRET; 0% at EC30 CNP, 100% saturating CNP;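 active = activation at 10 µM reaching about 35% in either raw or pattern-adjusted values, limit read from the data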
hcDAF-12 act: activates DAF-12 receptor from parasite H. contortus; HEK293 hcDAF-12 lit1-tk-luc reporter, luminescence; 0% DMSO, 100% Δ7-dafachronic acid; activation, % at 6.8 µM; 1.4% of 370,000 active; AID 652067;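 active = activation above the mean of all tested compounds plus 3 SD, cut at about 5.5% in these data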;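 also: 100% = response to 3 µM Δ7-dafachronic acid high control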
DAX1 inh-1: blocks DAX1 repression of SF-1 activated StAR promoter | HEK293T StAR-luciferase reporter, SF-1/DAX-1 repression relief | inhibition, % at 6.8 µM | 1.1% of 370,000 active | AID 652010;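 active = inhibition above the mean over all tested compounds plus 3 SD, cut at about 3.6% in these data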;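 also: 0% = DAX-1 cells with DMSO and 100% = cells lacking DAX-1 with DMSO; higher inhibition means more luminescence from relief of DAX-1 repression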
hgDAF12 agonist: hgDAF-12 agonism, primary luciferase screen; AID 687014; HEK293 GAL4-hgDAF12 UAS-luciferase reporter, agonist luminescence; normalized to butyrate control; 1.8% of 370,000 active; activation, % at 6.8 µM;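 active = activation above a cutoff set at the mean of all screened compounds plus 3 SD, cut at about 10% in these data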;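 also: 0% = DMSO wells and 100% = sodium butyrate wells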
DAX1 inh-2: inhibitors of human orphan nuclear receptor DAX1 (NR0B1). inhibition, % at 6.75 µM. AID 504766. 0.99% of 340,000 active. HEK293 Gal4-DAX1 luciferase reporter, luminescence;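 active = inhibition above the mean over all tested compounds plus 3 SD, cut at about 4.2% in these data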;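 also: 0% = DAX1-transfected cells with DMSO and 100% = empty-vector control cells with DMSO; inhibition shows as a rise in luminescence from relieved DAX1 repression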
SMARCA2 act: activators of SMARCA2 function. MG213 cells, MMTV-luciferase reporter, dexamethasone, overnight. activation, % at 9.1 µM. 1% of 370,000 active; in the data active = activation above about 7.8%;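 also: 0% = vehicle wells and 100% = reference activator wells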
sPLA2-III inh: Inhibits HGIII-sPLA2 liposome hydrolysis, primary screen; AID 743126; inhibition, % at 12.2 µM; QFRET BODIPY PC-A2 liposome hydrolysis, fluorescence; 0.56% of 370,000 active; Q9NZ20;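 active = inhibition above mean plus 3 SD of compounds lying within the high and low control bounds, cut at about 19% in these data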;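 also: 0% = median of test compound wells and 100% = no enzyme DMSO wells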
ssDAF-12 act: S. stercoralis DAF-12 activation, primary screen; HEK293 ssDAF-12/GRIP1 lit1-tk-luc reporter, luminescence; % of 3 µM dafachronic acid response; activation, % at 6.8 µM; 1% of 370,000 active;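 active = activation above the mean over all tested compounds plus 3 SD, cut at about 0.9% in these data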;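 also: 0% = DMSO-only wells and 100% = 3 µM delta7-dafachronic acid wells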
ADAM10 inh: inhibitors of human ADAM10 | AID 720582 | O14672 | 0.62% of 370,000 active | inhibition, % at 7 µM | recombinant ADAM10, EDANS/DABCYL FRET peptide cleavage, 3 h;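 active = inhibition above a per-campaign cutoff equal to the mean of compounds falling between control-based bounds plus 3 SD, cut at about 20% in these data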;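 also: 0% = DMSO wells while the 100% control is not disclosed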
The depositor's hits bear a star; / = no result given.

nr	Molecule	DAX1 inh-2	FXN GAA850 act	hgDAF12 agonist	sPLA2-III inh	NPR2 activator	DAX1 inh-1	GC-A act	SMARCA2 act	ADAM10 inh	hcDAF-12 act	ssDAF-12 act
1	COC(=O)CCCC1=CC2=CC(=O)C(C)(OC(=O)c3cccs3)C(=O)C2=CN1Cc1ccccc1 (centres undefined)	0.5	0.2	1.8	-2	0	1.2	5	0	-12	-1.8	-1.2
2	CCCCN1C(=O)c2ccc(C(=O)Nc3ccccc3N3CCOCC3)cc2C1=O	-1.1	-1.4	-0.3	0	0	0.8	2	-4	-5	0.4	-1.7
3	CC(C)(C)N(Cc1ccccc1)C(=O)CSc1nnc(CNc2ccc(F)cc2)o1	0.2	-1.0	-3.2	-17	0	-0.6	-3	-3	11	-2.0	-1.2
4	COC(=O)c1sc(NC(=O)Cc2cccs2)nc1C	2.5	0.4	6.7	-8	0	1.6	0	3	7	1.1	-1.1
5	COc1cc(S(=O)(=O)Nc2ccc(Br)cc2)ccc1N	0.1	0.6	-0.9	-10	-1	-1.1	3	-6	9	0.2	-1.0
6	COc1ccc(C2=NN(C(=O)CN3CCCCC3)C(c3ccc(C)cc3)C2)cc1 (centres undefined)	-0.8	0.2	0.8	-15	0	-0.5	2	-2	-8	0.4	-0.9
7	C=CCNc1nc(Cl)ncc1F	-0.3	-0.4	2.3	11	4	-0.1	8	-3	-2	-1.0	-0.5
8	COC(=O)c1ccc(NC(=O)[C@H](C)NC(N)=O)cc1	1.9	2.6	-0.9	1	2	-0.2	3	-2	3	0.8	-1.3
9	O=C(C1CCC(C(=O)N2CCc3ccccc32)CC1)N1CCc2ccccc21 (centres undefined)	1.1	-0.6	-0.1	1	-4	-0.3	-4	0	4	-0.1	-1.1
10	CN(CC(N)=O)S(=O)(=O)c1ccc(F)cc1	-0.7	2.8	1.6	6	9	0.0	2	3	3	0.6	-0.5
11	Cc1ccc(S(=O)(=O)CC(=O)c2ccccc2)cc1	0.0	0.1	-2.9	-17	2	-0.6	-1	-5	-3	-1.9	-1.9
12	Cc1cc(/C=C(/C#N)c2nc3ccccc3[nH]2)c(C)n1-c1cc(C(=O)O)cc(C(=O)O)c1	-1.1	0.0	3.2	-6	2	-0.1	2	-2	-51	0.9	-0.6
13	COCCN(C(=O)c1ccc(C)c(S(=O)(=O)N2CCOCC2)c1)c1c(N)n(CC(C)C)c(=O)[nH]c1=O	0.3	1.1	-2.6	4	2	-1.1	-1	0	-20	-1.0	-0.6
14	CCCCC(=O)NC1(C(F)(F)F)C(=O)Nc2c1c(=O)[nH]c(=O)n2Cc1ccco1 (centres undefined)	-1.0	-1.4	1.5	-4	-3	0.7	-5	-2	-6	0.5	-0.1
15	CCC(CC)c1nnc(NC(=O)C2CCN(C(=O)c3ccco3)CC2)s1	2.2	0.2	0.9	-2	0	0.4	7	-4	0	0.4	-1.2
16	CCC(C(=O)Nc1cc(OC)c(NC(=O)c2ccccc2)cc1OC)c1ccccc1 (centres undefined)	-0.4	0.2	0.7	-2	1	0.1	-1	3	12	-1.3	-0.1
17	COc1ccc2c(c1OC)C(=O)N1C2SC(C)(C)[C@H]1C(=O)NC(C)C (some centres undefined)	-1.1	0.5	4.6	1	2	0.2	0	-1	-28	-0.1	-0.4
18	CCN(CC)CC(O)COc1ccc2c(c1)OCO2 (centres undefined)	1.1	-0.5	0.9	-2	/	0.4	/	1	0	1.5	-1.4
19	CCC(C)N1CC(=O)N2C(c3ccc(OC)cc3OC)c3[nH]c4ccccc4c3C[C@H]2C1=O (some centres undefined)	0.3	1.1	0.1	-19	10	-0.1	-3	-1	7	2.3	-0.1
20	CCSc1cnnc2ccccc12	3.0	1.3	0.2	5	2	0.0	2	2	2	-2.0	0.2

Rewritten with values under each structure: 8 of the compounds above.
Sequence of screens: DAX1 inh-2, FXN GAA850 act, hgDAF12 agonist, sPLA2-III inh, NPR2 activator, DAX1 inh-1, GC-A act, SMARCA2 act, ADAM10 inh, hcDAF-12 act, ssDAF-12 act
#13 COCCN(C(=O)c1ccc(C)c(S(=O)(=O)N2CCOCC2)c1)c1c(N)n(CC(C)C)c(=O)[nH]c1=O
    0.3, 1.1, -2.6, 4, 2, -1.1, -1, 0, -20, -1.0, -0.6
#14 CCCCC(=O)NC1(C(F)(F)F)C(=O)Nc2c1c(=O)[nH]c(=O)n2Cc1ccco1 (centres undefined)
    -1.0, -1.4, 1.5, -4, -3, 0.7, -5, -2, -6, 0.5, -0.1
#15 CCC(CC)c1nnc(NC(=O)C2CCN(C(=O)c3ccco3)CC2)s1
    2.2, 0.2, 0.9, -2, 0, 0.4, 7, -4, 0, 0.4, -1.2
#16 CCC(C(=O)Nc1cc(OC)c(NC(=O)c2ccccc2)cc1OC)c1ccccc1 (centres undefined)
    -0.4, 0.2, 0.7, -2, 1, 0.1, -1, 3, 12, -1.3, -0.1
#17 COc1ccc2c(c1OC)C(=O)N1C2SC(C)(C)[C@H]1C(=O)NC(C)C (some centres undefined)
    -1.1, 0.5, 4.6, 1, 2, 0.2, 0, -1, -28, -0.1, -0.4
#18 CCN(CC)CC(O)COc1ccc2c(c1)OCO2 (centres undefined)
    1.1, -0.5, 0.9, -2, /, 0.4, /, 1, 0, 1.5, -1.4
#19 CCC(C)N1CC(=O)N2C(c3ccc(OC)cc3OC)c3[nH]c4ccccc4c3C[C@H]2C1=O (some centres undefined)
    0.3, 1.1, 0.1, -19, 10, -0.1, -3, -1, 7, 2.3, -0.1
#20 CCSc1cnnc2ccccc12
    3.0, 1.3, 0.2, 5, 2, 0.0, 2, 2, 2, -2.0, 0.2

Following part
nr	Molecule	DAX1 inh-2	FXN GAA850 act	hgDAF12 agonist	sPLA2-III inh	NPR2 activator	DAX1 inh-1	GC-A act	SMARCA2 act	ADAM10 inh	hcDAF-12 act	ssDAF-12 act
21	O=C(NCCOc1ccc(Cl)cc1)c1ccco1	2.8	3.2	2.3	4	-3	0.0	3	2	3	-0.1	-0.8
22	O=C(Nc1ccc(S(=O)(=O)N2CCc3ccccc3C2)cc1)C1CCCO1 (centres undefined)	-1.2	2.0	-1.8	-4	-1	-0.8	1	-5	2	-1.1	-1.9
23	OC(COc1ccc2ccccc2c1Cl)CN1CCOCC1 (centres undefined)	1.9	3.0	12*	-14	1	1.9	2	5	5	1.3	-0.6
24	O=C(Cn1c2ccccc2c(=O)c2ccccc21)Nc1cccc(F)c1	-1.2	3.0	0.1	-3	8	-0.5	1	2	-217	0.6	-0.6
25	O=C(N/N=C/c1cccc(Oc2ccccc2)c1)c1cccc(O)c1	1.2	2.5	7.0	-34	7	0.4	3	3	8	1.3	-0.4
26	CC(=O)N1CCN(c2cc3c(cc2F)c(=O)c(C(=O)O)cn3C2CC2)CC1	0.9	3.3	-0.7	-1	1	0.1	3	-1	-298	0.9	-1.2
27	CCCCn1c(NC(=O)c2ccccc2)c(C#N)c2nc3ccccc3nc21	0.5	-8.2	-7.4	7	0	-2.3	1	-3	-91	-0.2	-1.1
28	C=C(C)CNC(=S)N/N=C/c1ccccc1OCC(=O)O	-0.2	2.0	1.7	-3	3	-0.2	2	-1	-9	0.9	-1.0
29	COC(=O)C[C@@H]1C=C[C@@H](NS(=O)(=O)c2ccc(OC)cc2)[C@@H](CO)O1	/	/	-1.0	6	-1	0.4	1	-6	-1	-0.6	-0.4
30	CC(C)CN1C(=O)c2ccc(NC(=O)c3ccco3)cc2C1=O	0.8	3.7	5.9	5	5	0.5	2	-3	-39	3.2	-0.3
31	Cc1c([N+](=O)[O-])c(C(=O)Nc2ccc3c(c2)OCCO3)nn1C	2.1	3.3	6.4	0	6	1.6	0	3	5	1.4	-0.1
32	CC(=O)Nc1ccc(C(=O)NNC(=O)CCCCC(=O)NNC(=O)c2ccc(NC(C)=O)cc2)cc1	1.2	-0.8	0.8	2	0	0.1	1	-4	-5	-2.0	-1.5
33	CCC(C)n1nccc1NC(=O)C(C)OC(=O)c1cc2ccccc2[nH]1 (centres undefined)	-0.9	-2.3	1.4	-12	4	0.0	1	-3	-24	1.2	-0.2
34	C=CCn1c(CCNC(=O)c2cccs2)nnc1SCC(=O)c1ccc(Cl)cc1	-0.8	0.4	-1.9	-45	-7	-0.7	-2	7	11	-1.4	-1.7
35	CC1CN(C(=O)CSc2nc(-c3ccccc3)cs2)CC(C)O1 (centres undefined)	-0.9	0.0	3.2	1	-11	-0.2	-5	1	13	-0.9	-0.7
36	COc1cccc(N=Nc2c(N)[nH]n3c(=O)cc(-c4ccccc4)nc23)c1	-0.4	-0.9	2.9	11	-3	0.0	2	0	1	-0.4	-1.3
37	COc1cc(NCCCCCCN)c2ncccc2c1OC	-0.5	0.1	-6.8	-1	1	-4.5	1	-5	-19	-0.8	-1.4
38	O=C(COc1ncnc2ccccc12)Nc1cccc(S(=O)(=O)N2CCOCC2)c1	-0.2	0.1	-1.5	-3	1	-0.1	-1	0	2	-2.4	-1.6
39	COc1ccc(C(C)NC(=O)c2ccc([N+](=O)[O-])cc2)cc1OC (centres undefined)	-0.6	-0.9	-3.0	2	-2	-0.8	-1	0	1	-0.9	-1.4
40	Cc1cccc(NC(=O)C(c2cccc([N+](=O)[O-])c2)N2CCCCC2)c1 (centres undefined)	1.1	-0.1	0.4	-1	-11	-0.3	-11	-1	7	-1.9	-1.4
41	COc1ccc(NC(=O)CN(C)C(=O)COc2ccccc2Cc2ccccc2)cc1	0.3	-3.1	-3.5	-28	0	-1.9	-12	-1	2	1.2	-1.0
42	Cc1n[nH]c(C)c1CCNCc1ccc(OCC(O)CN2CCCCC2)cc1 (centres undefined)	0.0	-0.3	-0.2	-3	2	0.8	4	-1	-5	-0.8	-1.4
